Screening data: PubChem BioAssay, SRMLSC
E coli WT inh – blocks growth of wild type E. coli BW25113 | E. coli BW25113 growth inhibition, OD600 | inhibition, % at 10 µM | 20,000 compounds, 0.05% hits | AID 552; in the data active = inhibition above about 40%;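 note: bacteria exposed to compound for 20 hours at 37 °C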
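assay system = bacterial strain in a whole-cell growth screen | quantity = inoculum from a 1:1000 dilution of a 1.5 h subculture | buffer or medium = LB broth with 50 µg/mL kanamycin | compound dosing = one dose, 10 µM final | schedule = compound exposure of 20 h at 37 °C | technique = absorbance at 615 nm as a measure of bacterial growth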
The depositor's hits bear a star. A portion of the library; rates above refer to the full screens.

SMILES | E coli WT inh
Nc1nnc(SCC(=O)NCc2ccc3c(c2)OCO3)s1 | -18.1
CSc1nnc(-c2ccccc2Cl)n1N | -15.8
CC(NC(=O)c1csc2ccccc12)C1CCCO1 (stereo unspecified) | -15.4
CCCCSc1nnc(-c2cc(Br)ccc2N)c(=O)[nH]1 | 1.7
O=C(Nc1cccnc1)c1ccccc1Oc1ccccc1 | -22.6
COc1cccc(S(=O)(=O)NCc2ccc(C(=O)NCc3ccco3)cc2)c1 | -11.2
O=C(NCCCO)c1nc2ccccc2s1 | 0.5
COCCNC(=O)c1c(N)n(/N=C/c2cccs2)c2nc3ccccc3nc12 | -0.8
CN(CC(=O)Nc1sccc1C#N)C1CCCCC1 | 4.6
O=C(NCc1ccncc1)Nc1ccc(F)cc1 | -12.7

No new results follow: entries from further up.
SMILES | E coli WT inh
Nc1nnc(SCC(=O)NCc2ccc3c(c2)OCO3)s1 | -18.1
CSc1nnc(-c2ccccc2Cl)n1N | -15.8
CC(NC(=O)c1csc2ccccc12)C1CCCO1 (stereo unspecified) | -15.4

(cont.)
SMILES | E coli WT inh
CCOc1ccc2cc(C#N)c(SCC(=O)N3CCCC3)nc2c1 | 11.7
CCC(Oc1ccccc1)C(=O)N1CC(C)CC(C)C1 (stereo unspecified) | -19.8
CCOC(=O)Cc1c(C)nc2cc(-c3ccc(Cl)cc3)[nH]n2c1=O | -16.6
CC1CCCCN1C(=O)Cn1cc(C(=O)c2ccco2)c2ccccc21 (stereo unspecified) | -0.8
CCOC(=O)c1c(-c2ccc(C)o2)csc1NC(=O)CN1CCN(CC)CC1 | 6.1
CSc1nsc(SCC(=O)N2CCCc3ccccc32)n1 | -20.6
COc1ccc(-c2noc(C3CCCN(C(=O)CCc4ccccc4)C3)n2)cc1 (stereo unspecified) | -0.5
COc1cc(-c2nc(S(=O)(=O)c3ccc(C)cc3)c(N(C)C)o2)cc(OC)c1OC | -5.5
COc1ccc(S(=O)(=O)N(C)c2ccc(C(=O)N3CCOCC3)cc2)cc1OC | -13.1
C=CCNc1nc(N2CCCC2)nc2ccccc12 | -10.0
Cc1nc2nc(Cc3ccccc3)[nH]n2c(=O)c1Cc1ccccc1 | 2.7
O=C(NCc1ccco1)c1cc2n(n1)C(C(F)(F)F)CC(c1ccc(Br)cc1)N2 (stereo unspecified) | -16.8
COc1cc(OC)cc(C(=O)Nc2cccc(N3CCCC3)c2)c1 | -24.9
O=C(c1ccco1)c1nnn(Cc2ccccc2)c1-c1ccccc1 | 6.8
CC(=O)N1CCN(CCN(CC2C(C)C=C(C)CC2C)C(C)=O)CC1 (stereo unspecified) | -14.1
O=C1CC(Cc2ccc(Cl)cc2)C(=O)N1c1ccccn1 (stereo unspecified) | 0.3
CC1(C)Cc2c(c(-c3ccco3)[nH]c(=O)c2C#N)CO1 | 3.2
Cc1ccc2cc(CCNC(=O)C(C)C)c(=O)[nH]c2c1C | -0.1
CCCCn1c(CN(C)Cc2ccccc2)nc2c1c(=O)n(C)c(=O)n2C | 6.0
C=CCn1c(SCC#N)nc2c(c1=O)C(C)(C)Cc1ccccc1-2 | 0.0
CC1CN(C(=O)c2ccc(COCC(F)(F)F)o2)CC(C)O1 (stereo unspecified) | 0.3
CCCCOC(=O)Nc1nccs1 | -3.2
COc1ccccc1-n1cnc2cc(NS(=O)(=O)c3ccccc3)ccc21 | 3.1
CCn1nccc1C(=O)Nc1nccs1 | 4.1
COc1ccc(N/C=C2/CCCCC2=O)cc1 | 1.8
O=C(OCC(=O)N1CCCCCC1)c1cccs1 | 7.3
CSc1nc(N2CCOCC2)c2c(c1C#N)CCCCC2 | -6.6
O=C(CS(=O)(=O)Cc1ccccc1)NCC1CCCO1 (stereo unspecified) | -12.9
O=C(CSc1nnc(-c2cccnc2)n1-c1ccccc1)Nc1ccc2c(c1)OCO2 | -13.2
O=C(NCCO)c1scc2c1OCCO2 | 0.4
CCOC(=O)c1ccc(N2C(=O)C3CC=CCC3C2=O)cc1 (stereo unspecified) | -6.5
CC1CN(C(=O)c2cccs2)CCN1C(=O)c1cccs1 (stereo unspecified) | -11.9
Cc1ccc(C)n1-c1cccc(C(=O)O)c1 | 3.4
CCN1C(=C2C(=O)c3ccccc3C2=O)C=Cc2ccccc21 | 12.5
COc1cc([C@@H]2c3cc4c(cc3[C@H](O)[C@H]3COC(=O)[C@H]23)OCO4)cc(OC)c1OC | 1.2
CCOc1cc(Br)c(C(=O)O)cc1OCC | -20.4
CCN(CC)c1ccc(/C=N/n2nnnc2N)c(O)c1 | 18.9
CC(=O)N1CC2(C)CN(C(C)=O)CC(C)(C1)C2O (stereo unspecified) | 1.7
CCn1c2ccccc2c2nn(C)c(=N)nc21 | -23.5
Cc1ccc(C(C)C)cc1S(=O)(=O)NCc1cccnc1 | 5.6
COc1ccc(OCC(=O)N2CCN(C(=O)COc3ccccc3)CC2)cc1 | -19.7
COc1cccc(CN(C)CC(=O)NC(=O)NCc2ccco2)c1 | 7.8
COc1ccc(-c2noc(COc3ccc(Cl)c(C)c3)n2)cc1 | 15.8
CCOC(=O)c1c(C)n(C)c2ccc(OCC(O)Cn3c(C)nc4ccccc43)cc12 (stereo unspecified) | -15.1
Cc1noc(COc2ccccc2OCC(O)CNC(C)(C)C)n1 (stereo unspecified) | 5.5
CN(Cc1nc2ccccc2n1C)C(=O)c1cccs1 | -9.4
CC12CN3CC(C)(CN(C1)C3c1ccc(Br)cc1)C2 (stereo unspecified) | -4.2
O=C(NC1CCN(Cc2nnnn2CCc2ccccc2)CC1)c1ccccc1F | -0.6
COc1ccc(-c2onc3ccc(Cl)cc23)cc1OC | -10.6
COc1cc(-c2noc(-c3ccccc3C(=O)NCc3ccco3)n2)cc(OC)c1OC | 14.8
Further compounds:
SMILES | E coli WT inh
O=C(NCCN1CCOCC1)c1cccc(Cl)c1 | -17.5
CC(=O)Nc1ccc2c(c1)n(C)c(=O)n2C | -13.7
CCn1c(CSc2nnc(-c3cccnc3)n2-c2ccccc2C)nc2cc(C(=O)O)ccc21 | -2.3
c1ccc(CCNc2ccc3nncn3n2)cc1 | 6.0
Cc1ccccc1Cn1ccc(NC(=O)c2cnn3c(C(F)(F)F)cc(-c4ccco4)nc23)n1 | -0.1
C=CCn1c(SCC(=O)Nc2ccc3c(c2)OCO3)nc2ccccc2c1=O | -1.6
CCOc1ccccc1NC(=O)C1CCCN(C(=O)NCc2ccccc2)C1 (stereo unspecified) | -4.3
Brc1ccccc1-c1nnc(-c2cccnc2)o1 | 0.8
CCOC(=O)c1cnc(SCc2nc(N)nc(Nc3ccc(F)cc3)n2)nc1N | -25.4
CC1(C)CC(=O)C2=C(C1)Nc1ncnn1C2c1ccccn1 (stereo unspecified) | -7.6

5 compounds from above, arranged by SMILES length, highest first.
SMILES | E coli WT inh
CCn1c(CSc2nnc(-c3cccnc3)n2-c2ccccc2C)nc2cc(C(=O)O)ccc21 | -2.3
CCOC(=O)c1cnc(SCc2nc(N)nc(Nc3ccc(F)cc3)n2)nc1N | -25.4
CCOc1ccccc1NC(=O)C1CCCN(C(=O)NCc2ccccc2)C1 (stereo unspecified) | -4.3
Brc1ccccc1-c1nnc(-c2cccnc2)o1 | 0.8
c1ccc(CCNc2ccc3nncn3n2)cc1 | 6.0

(list continues)
SMILES | E coli WT inh
Cc1cc(NC(=O)c2cc(-c3ccco3)on2)n(-c2ccccc2)n1 | -4.4
c1ccc2oc(SCc3cn4ccccc4n3)nc2c1 | 11.6
CCCCNC(=O)c1ccccc1NC(=O)c1ccccc1N(C)S(C)(=O)=O | -21.0
CCCCOc1ccc(CSc2n[nH]c(C)n2)cc1 | 14.5
Cc1nc(N)[nH]c(=O)c1CCC(=O)OCC(C)C | 7.0
COC(=O)c1c(NC(=O)CN2CCN(c3ccccc3OC)CC2)c2c(C)cccc2n1C | -16.6
Cn1c(SC/C=C/c2ccccc2)nnc1-c1cnccn1 | -0.2
CSC(=O)CC(=O)NC(=O)c1ccccc1 | -4.5
Cc1nc(-c2cccc(-c3noc(C)n3)c2)no1 | -8.5
Cc1ccccc1-n1c(-c2ccncc2)n[nH]c1=S | -17.8

Random excerpt: 6 records from the list
SMILES | E coli WT inh
c1ccc2oc(SCc3cn4ccccc4n3)nc2c1 | 11.6
Cc1nc(-c2cccc(-c3noc(C)n3)c2)no1 | -8.5
CCCCOc1ccc(CSc2n[nH]c(C)n2)cc1 | 14.5
Cc1nc(N)[nH]c(=O)c1CCC(=O)OCC(C)C | 7.0
Cn1c(SC/C=C/c2ccccc2)nnc1-c1cnccn1 | -0.2
Cc1ccccc1-n1c(-c2ccncc2)n[nH]c1=S | -17.8

Next records:
SMILES | E coli WT inh
O=C(N1CCOCC1)N1CCC(NC(=O)C23CC4CC(CC(C4)C2)C3)CC1 | -0.6
O=C(Nc1ccc2c(c1)CCC2)c1cnccn1 | -17.1
O=C(CSc1nnc(-c2ccco2)n1-c1ccccc1)N1CCOCC1 | -1.1
O=C(NCCCc1ccccc1)c1ccc(Br)o1 | -13.2
COc1ccccc1NC(=O)CSc1nnnn1Cc1ccccc1 | 5.4
Cc1cc(C(=O)NCc2ccccc2Br)no1 | -12.8
CCC1Oc2ccccc2N(CC(=O)Nc2ccc(OC)cc2OC)C1=O (stereo unspecified) | -2.7
CC(C)CNC(=O)c1cccc(C(=O)NCC(C)C)c1 | -12.7
O=C(O)C1CCCN(S(=O)(=O)c2ccc(Cl)s2)C1 (stereo unspecified) | -2.0
CC(C)(C)NC[C@H](O)COc1nsnc1N1CCOCC1 | 2.1
Cc1cc(NC(=O)CSc2nc3ccccc3[nH]2)no1 | -9.6
CCOc1ccc(OCc2ccc(C(=O)Nc3ccc(Cl)cn3)o2)cc1 | 4.9
O=C(CN(c1ccccc1)S(=O)(=O)c1ccccc1)N1CCN(Cc2ccc3c(c2)OCO3)CC1 | -2.4
O=C(NCC1COc2ccccc2O1)C1CCCN(S(=O)(=O)c2cnc[nH]2)C1 (stereo unspecified) | 1.8
Cc1oc2nc(SCC(=O)NC3CCCCC3)nc(N)c2c1C | 4.1
CCC(=O)O[C@@H]1CC(=O)O[C@H](C)CC=CC=C[C@@H](O)[C@H](C)C[C@H](CC=O)[C@H](O[C@H]2O[C@H](C)[C@@H](O[C@H]3C[C@@](C)(O)[C@@H](OC(=O)CC)[C@H](C)O3)[C@H](N(C)C)[C@H]2O)[C@H]1OC | 12.1
Cc1ccc(-c2nc(N)n(C(=O)Cc3ccccc3)n2)cc1 | -30.6
CN(CCc1ccccn1)c1ncnc2[nH]ncc12 | -4.1
COC(=O)c1c(N)sc(C(=O)N2CCOCC2)c1C | -5.7
CCOC(=O)C1=C(NC#N)OC(C)=C(C)C1c1ccc(O)cc1 (stereo unspecified) | -1.9
CCn1ncc(C2=NOC(C(=O)Nc3ccc4c(c3)OCO4)C2)c1C (stereo unspecified) | -1.7
CCOC(=O)N1CCC2(CC1)C(C#N)=C(N)Oc1c2sc2nc(C)cc(C)c12 | -19.2
CCC(C)NC(=O)c1cc(CC(C)C)on1 (stereo unspecified) | 8.3
Cc1nc2cc(S(=O)(=O)C(F)(F)F)ccc2s1 | 13.0
Cc1nc(NC(=O)c2ccc(Br)s2)sc1C(=O)N(C)C | -22.1
O=C(NC(Cc1ccccc1)C(=O)O)c1ccc(S(=O)(=O)N2CCOCC2)cc1 (stereo unspecified) | 6.2
COc1ccc(OC)c(NC(=O)CSc2nnc(N)s2)c1 | -8.7
Cc1oc(-c2ccc(Cl)cc2)nc1CS(=O)CC(=O)NCCCN(C)C1CCCCC1 (stereo unspecified) | -5.4
CN(C1=NC(=O)C(CC(=O)Nc2ccc(Br)cc2)S1)c1ccc(O)cc1 (stereo unspecified) | -0.5
COC(=O)CNc1nc(OC)nc(N(C)C)n1 | -14.6
CCCc1cc(=O)[nH]c(SCC(=O)Nc2nonc2N)n1 | -12.3
CC(C)=CCSc1nnc(CCNC(=O)OC(C)(C)C)o1 | -7.4
COc1ccccc1OCCCCNCCO | 0.6
O=C(Nc1ccc2c(c1)OCCO2)c1ccco1 | 3.6
c1ccc(CCNc2ncnc3nc[nH]c23)cc1 | -16.7
Cc1ccc(NC2=NC(c3ccccc3)n3c(nc(C)cc3=O)N2)cc1 (stereo unspecified) | -1.7
OC(CCN1CCCCC1)(c1ccccc1)c1ccccc1 | -1.8
Cc1csc(NC(=O)c2ccccc2C(=O)O)n1 | -1.5
CN1CCN(S(=O)(=O)c2ccc(NC(=O)C3CCCCC3)cc2)CC1 | -16.9
Cc1c(=O)n(OCc2ccccc2F)c2ccccc2[n+]1[O-] | -18.5
N#CCCN(C(=O)Nc1ccccc1)c1ccccc1 | -18.4
COC(=O)n1c(=S)oc2cc(Cl)ccc21 | -1.2
O=C(CSc1nnc(-c2ccc(S(=O)(=O)N3CCCC3)cc2)o1)NCc1ccco1 | -27.1
CS(=O)(=O)N(CC(=O)NC1CCCC1)c1cccc(F)c1 | -1.3
CCN(CC(=O)NC)S(=O)(=O)c1ccc(C)cc1 | 1.9
Cc1cc(C)c2c(n1)sc1c(N3CCN(CCO)CC3)ncnc12 | -15.0
Cc1n[nH]c(C)c1C(=O)CC1(O)C(=O)N(CCc2ccccc2)c2ccc(Cl)cc21 (stereo unspecified) | 1.2
COc1ccc(C2(C(=O)Nc3c(C)n(C)n(-c4ccccc4)c3=O)CCCC2)cc1OC | 0.4
COc1ccc(-c2csc(NC(C)=O)n2)cc1OC | -10.0
Cc1nnc(SCC(=O)Nc2ccc3c4c(cccc24)CC3)n1C | -0.1
(listing goes on)
SMILES | E coli WT inh
c1ccc(SCc2nc(-c3ccncc3)no2)cc1 | -18.9
CC1Cn2c(CCc3ccccc3)nnc2S1 (stereo unspecified) | -26.0
Clc1ccc(-n2ncc3c(NCc4ccc5c(c4)OCO5)ncnc32)cc1 | 0.2
CC(C)OC(=O)CSc1nnc(Cc2ccccc2)n1Cc1ccco1 | 13.6
C/C(=C\c1cc(C(=O)O)c(C)o1)CO | -3.3
O=C(CCn1c(=O)sc2ccccc21)NCc1ccc2c(c1)OCO2 | -1.5
CCCCC(CC)C(=O)NCc1ccccc1OC (stereo unspecified) | -17.7
Cc1ccccc1NC(=O)c1cc(N)ccc1N1CCCCC1 | -10.6
CCOC(=O)N1CCN(C(=O)COc2ccc(S(=O)(=O)NC(C)C)cc2)CC1 | -0.3
